ARNT-TACC3 inh: ARNT/TACC3 interaction disruption | Q9Y6A5 | AlphaScreen His-ARNT PAS-B/GST-TACC3 binding, luminescence; TACC3 fragment carries E629A point mutation | inhibition, % at 9.99 µM | hit rate 0.66% among 390,000 | AID 623870;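 active = mean inhibition of replicates at least 50% and at least half of replicates each reaching 50%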;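 also: 0% = complete ARNT plus TACC3 wells and 100% = ARNT alone without TACC3; many hits fall short of the cut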
CASP6 VEID inh: blocks human caspase-6 cleavage activity. purified caspase-6, Z-VEID-R110 cleavage fluorescence. inhibition, % at 12.5 µM. hit rate 0.53% among 350,000. AID 686996;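 active = mean inhibition across replicates at least about 35%, with every replicate also reaching that limit, limit read from the data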;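 also: 0% = median of neutral control wells and 100% = no fluorescence left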
Target sequence (P55212 24-179 limits assumed): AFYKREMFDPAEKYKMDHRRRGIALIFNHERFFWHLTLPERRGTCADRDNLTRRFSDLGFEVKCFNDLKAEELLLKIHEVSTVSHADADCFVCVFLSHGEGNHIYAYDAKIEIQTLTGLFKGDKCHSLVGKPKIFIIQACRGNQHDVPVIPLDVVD
Target sequence (P55212 194-293 limits assumed): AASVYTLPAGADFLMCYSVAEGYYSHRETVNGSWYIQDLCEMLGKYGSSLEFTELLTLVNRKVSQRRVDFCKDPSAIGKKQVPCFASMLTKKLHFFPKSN
RAD54 branch: RAD54 (human) branch migration inhibition | Q92698 | RAD54 Holliday junction branch migration, FAM/BHQ fluorescence | inhibition, % at 10.4 µM | hit rate 0.14% among 360,000 | AID 602329;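 active = mean normalized replicate activity at least 40 and at least half of replicates scoring 40 or more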;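 also: 0% = median of neutral control wells and 100% = median of positive control wells; inhibitors cause a drop in the FAM fluorescence signal; in these data hits start at about 50%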
esBAF inh: blocks esBAF chromatin remodeling in mouse ES cells; AID 602393; hit rate 2% among 350,000; reporter increase, % at 12.5 µM; Bmi1-luciferase knock-in reporter, 24 h; 100% = twice the neutral-well signal; in the data active = activation above about 40%;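 also: 0% = median of the plate's neutral control wells and 100% = double that signal; a rise in the Bmi1 reporter signal indicates esBAF inhibition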
E-sel inducer: induces E-selectin expression in human endothelial cells. P16581. HUVEC E-selectin immunofluorescence imaging; normalized: neutral wells 0, TNF-alpha wells 100. activation, % at 7.58 µM. hit rate 0.37% among 260,000;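 active = mean E-selectin-positive cell signal at least 10% of the positive control, reached in at least 60% of replicates, without over 20% cell loss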;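 also: in these data hits start at about 27%; measured in HUVEC primary endothelial cells; signal is the percent of cells scored E-selectin positive by PE staining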
Target sequence (P16581 whole entry, looked up): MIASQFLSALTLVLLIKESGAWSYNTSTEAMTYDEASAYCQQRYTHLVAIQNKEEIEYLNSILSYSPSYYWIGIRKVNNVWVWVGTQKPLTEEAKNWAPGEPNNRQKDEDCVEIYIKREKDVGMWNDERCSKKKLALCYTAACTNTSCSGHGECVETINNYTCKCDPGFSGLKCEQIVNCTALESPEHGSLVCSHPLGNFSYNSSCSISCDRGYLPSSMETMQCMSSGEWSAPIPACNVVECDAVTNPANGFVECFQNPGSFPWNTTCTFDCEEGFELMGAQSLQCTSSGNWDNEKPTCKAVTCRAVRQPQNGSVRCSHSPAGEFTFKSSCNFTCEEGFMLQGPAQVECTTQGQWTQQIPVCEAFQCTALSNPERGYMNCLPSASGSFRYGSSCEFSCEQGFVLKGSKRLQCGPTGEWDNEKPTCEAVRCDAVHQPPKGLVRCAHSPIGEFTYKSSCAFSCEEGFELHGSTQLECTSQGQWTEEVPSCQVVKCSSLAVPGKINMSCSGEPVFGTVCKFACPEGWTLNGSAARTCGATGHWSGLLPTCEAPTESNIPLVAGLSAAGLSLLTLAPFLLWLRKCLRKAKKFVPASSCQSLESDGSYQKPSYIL
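Read-out basis: % PE-positive cells; Test system: HUVEC primary endothelial cells; Technique: immunofluorescence imaging; Dosing: single-point compound dose.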
RAD52 inh: inhibitors of human RAD52 DNA annealing; recombinant RAD52 DNA annealing, FRET fluorescence; inhibition, % at 18.7 µM; P43351; hit rate 0.46% among 360,000;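 active = every replicate showing at least 50% inhibition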
PglD DTNB: PglD (C. jejuni) enzyme inhibition; purified PglD enzyme, DTNB colorimetric CoA detection; inhibition, % at 12.5 µM; hit rate 0.098% among 360,000; AID 602405; in the data active = inhibition above about 16%, passing the limit was not always enough; also: strong numbers were not always called active
ERp5 inh: inhibitors of human ERp5. Q15084. ERp5 insulin aggregation, absorbance 650 nm, 90 min. inhibition, % at 9.99 µM. hit rate 0.05% among 350,000;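 active = mean replicate inhibition above about 25%, with every replicate also reaching it, limit read from the data, passing the limit was not always enough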
Starred values were filed as active, the others as inactive.

Results for CCOC(=O)NC(=O)c1cn(Nc2ncc(C(F)(F)F)cc2Cl)c(=O)[nH]c1=O ?
ARNT-TACC3 inh: -5; CASP6 VEID inh: 0; esBAF inh: -2; E-sel inducer: -1.7; RAD52 inh: -19; ERp5 inh: 6

Results for COc1ccc(NC(=O)Nc2ccc3c(c2)C(=O)N([C@H](C)CO)C[C@@H](C)[C@H](CN(C)C(=O)Cc2ccccc2)OCCCC[C@@H](C)O3)cc1 ?
ARNT-TACC3 inh: -13; CASP6 VEID inh: 3; RAD54 branch: 0; esBAF inh: 9; E-sel inducer: 0.1; RAD52 inh: -2; PglD DTNB: 1; ERp5 inh: 1

How did CCC(=O)Nc1nnc(S(=O)(=O)N(CC(C)C)c2ccccc2)s1 do in these assays?
ARNT-TACC3 inh: 1; CASP6 VEID inh: -2; RAD54 branch: -4; esBAF inh: -3; E-sel inducer: -0.1; RAD52 inh: -8; PglD DTNB: 0; ERp5 inh: 4

Results for O=C(c1ccco1)N1CCN(C(=O)C23CC4CC(CC(C4)C2)C3)CC1 ?
ARNT-TACC3 inh: -4; CASP6 VEID inh: -2; RAD54 branch: -9; esBAF inh: 6; E-sel inducer: 0.0; RAD52 inh: -10; PglD DTNB: -6; ERp5 inh: 5

What do the screens show for `C[C@@H]1CCCCO[C@@H](CN(C)C(=O)CCCN(C)C)[C@@H](C)CN([C@H](C)CO)C(=O)c2cc(NC(=O)c3ccncc3)ccc2O1`?
ARNT-TACC3 inh: -7; RAD54 branch: 6; esBAF inh: 5; E-sel inducer: 0.0; PglD DTNB: 3

How did Cn1c(SCC(=O)c2ccc(F)cc2)ncc(C(=O)Nc2ccccc2)c1=O do in these assays?
ARNT-TACC3 inh: 1; CASP6 VEID inh: -3; RAD54 branch: 9; esBAF inh: -16; E-sel inducer: 0.2; RAD52 inh: -2; PglD DTNB: 3; ERp5 inh: 3

Results for COCCC(=O)N1CCOCC1c1cc(C(=O)NCc2ccccc2)no1 (centres undefined) ?
CASP6 VEID inh: 0; RAD54 branch: -9; esBAF inh: 3; E-sel inducer: 0.0; RAD52 inh: -4; PglD DTNB: 5; ERp5 inh: 3

Results for COC(=O)c1ccc(Sc2ccc(F)cc2)c(N)c1 ?
ARNT-TACC3 inh: -8; CASP6 VEID inh: 4; RAD52 inh: -12; ERp5 inh: 16

How did O=C(OCCCCN1C(=O)c2ccccc2C1=O)c1ccc(S(=O)(=O)N2CCCC2)cc1 do in these assays?
ARNT-TACC3 inh: -1; RAD54 branch: -1; esBAF inh: 5; PglD DTNB: -4

How did COc1cc(NC(=O)Cc2ccc(F)cc2)cc(OC)c1OC do in these assays?
ARNT-TACC3 inh: -3; CASP6 VEID inh: -4; RAD52 inh: 5; ERp5 inh: 1

Results for CCOc1ccc(S(=O)(=O)N2CCC(C(=O)N3CCN(c4ccccc4)CC3)CC2)cc1 ?
ARNT-TACC3 inh: 6; CASP6 VEID inh: -1; RAD54 branch: 6; esBAF inh: 14; E-sel inducer: 1.1; RAD52 inh: -5; PglD DTNB: 7; ERp5 inh: 9

Results for COc1cc(-c2noc(C)c2/C=C/c2ccc(OC(C)=O)cc2)cc(OC)c1OC ?
ARNT-TACC3 inh: -2; CASP6 VEID inh: -3; RAD54 branch: -10; esBAF inh: -8; E-sel inducer: -0.3; RAD52 inh: -14; PglD DTNB: -7; ERp5 inh: 2

Results for C[C@H](CO)N1C[C@H](C)[C@@H](CN(C)C(=O)CCCN(C)C)OCCCC[C@H](C)Oc2ccc(NC(=O)Nc3ccccc3)cc2C1=O ?
ARNT-TACC3 inh: -8; CASP6 VEID inh: -2; RAD54 branch: 16; esBAF inh: 0; E-sel inducer: -0.1; RAD52 inh: 18; PglD DTNB: 0; ERp5 inh: -1

What do the screens show for `CNC(=O)c1ccc(NC(=O)C2CCN(S(=O)(=O)c3cccc(C(F)(F)F)c3)CC2)cc1`?
ARNT-TACC3 inh: -1; CASP6 VEID inh: 3; RAD54 branch: -4; esBAF inh: -10; E-sel inducer: -1.6; RAD52 inh: 4; PglD DTNB: -6; ERp5 inh: 7

How did CCOc1cc(S(=O)(=O)N(CC)CC)c(OCC)cc1-n1cnnn1 do in these assays?
ARNT-TACC3 inh: -5; CASP6 VEID inh: -1; RAD54 branch: -1; esBAF inh: -4; RAD52 inh: -14; PglD DTNB: 2; ERp5 inh: 2

Results for COc1ccc2c3c([nH]c2c1)[C@@H](CO)N(C(=O)c1cnccn1)CC31CCN(S(C)(=O)=O)CC1 ?
CASP6 VEID inh: 0; E-sel inducer: -0.2; RAD52 inh: 7; ERp5 inh: 0

Results for CC(=O)Nc1cccc(C(=O)OCC(=O)c2ccc(S(=O)(=O)N3CCCCC3)cc2)c1 ?
ARNT-TACC3 inh: 4; CASP6 VEID inh: -2; RAD54 branch: 4; esBAF inh: 6; E-sel inducer: 0.5; RAD52 inh: 8; PglD DTNB: 3; ERp5 inh: 5

How did O=C(NNc1nc(N2CCCC2)nc(N2CCCC2)n1)c1ccccc1 do in these assays?
ARNT-TACC3 inh: -2; CASP6 VEID inh: 0; RAD54 branch: 4; esBAF inh: -2; E-sel inducer: 0.1; RAD52 inh: -5; PglD DTNB: 2; ERp5 inh: -5

Results for O=C(NCc1ccco1)c1cccc(-c2ccc3nccn3c2)c1 ?
CASP6 VEID inh: -2; RAD54 branch: 0; esBAF inh: 4; E-sel inducer: 0.1; RAD52 inh: -119; PglD DTNB: -6; ERp5 inh: 5

What do the screens show for `O=C(COC(=O)c1ccc(O)cc1)Nc1ccc(S(=O)(=O)N2CCOCC2)cc1`?
ARNT-TACC3 inh: 1; CASP6 VEID inh: 1; RAD54 branch: -8; esBAF inh: -8; E-sel inducer: -0.3; RAD52 inh: -3; PglD DTNB: 3; ERp5 inh: -7

What do the screens show for `Fc1ccc(OCCCCCN2CCCC2)cc1`?
ARNT-TACC3 inh: -1; CASP6 VEID inh: -11; RAD54 branch: 5; esBAF inh: 11; RAD52 inh: -6; PglD DTNB: -1; ERp5 inh: 0

What do the screens show for `COc1ccccc1C(=O)NCC(=O)OCC(=O)Nc1nnc(-c2ccccc2)o1`?
ARNT-TACC3 inh: 6; CASP6 VEID inh: -1; RAD54 branch: 8; esBAF inh: -2; E-sel inducer: 0.0; RAD52 inh: -13; PglD DTNB: -1; ERp5 inh: -4

How did C[C@@H]1CN([C@@H](C)CO)C(=O)c2cccc(NC(=O)Nc3ccccc3)c2O[C@H]1CN(C)S(=O)(=O)c1ccc(F)cc1 do in these assays?
ARNT-TACC3 inh: 1; CASP6 VEID inh: 1; RAD54 branch: -7; esBAF inh: 5; E-sel inducer: -0.4; RAD52 inh: 12; PglD DTNB: 5; ERp5 inh: 1

What do the screens show for `Cc1cccc(N(CC(=O)NCc2ccccc2)C(=O)CCC(=O)Nc2nccs2)c1`?
ARNT-TACC3 inh: 1; CASP6 VEID inh: -5; RAD54 branch: -2; esBAF inh: -6; RAD52 inh: -16; PglD DTNB: 0; ERp5 inh: -2

How did COc1ccccc1NS(=O)(=O)c1cc(C(=O)NC2CC(C)(C)NC(C)(C)C2)ccc1Cl do in these assays?
ARNT-TACC3 inh: -5; CASP6 VEID inh: -5; RAD54 branch: 16; esBAF inh: -3; RAD52 inh: 21; PglD DTNB: 4; ERp5 inh: 3

Results for CCOc1ccc2[nH]c(C)c(CN(C)C)c(=O)c2c1 ?
ARNT-TACC3 inh: 34; CASP6 VEID inh: 5; RAD54 branch: 3; esBAF inh: -2; RAD52 inh: 5; PglD DTNB: 4; ERp5 inh: 2

What do the screens show for `NC(=O)C1(N2CCCCC2)CCN(C(=O)CSc2nc3ccccc3[nH]2)CC1`?
ARNT-TACC3 inh: 5; RAD54 branch: 2; esBAF inh: -4; PglD DTNB: -5

Results for Cc1ccc(N2C(=O)C3ON(c4ccccc4)C(c4ccncc4)C3C2=O)c(C)c1 (centres undefined) ?
ARNT-TACC3 inh: 1; RAD54 branch: -5; esBAF inh: -1; E-sel inducer: -0.4; PglD DTNB: 0

Results for Cc1cc(C)c(NC(=O)CNC(=O)CN(C)Cc2ccc(Br)s2)c(C)c1 ?
CASP6 VEID inh: 0; RAD54 branch: -3; esBAF inh: 2; E-sel inducer: -0.6; RAD52 inh: -24; PglD DTNB: -2; ERp5 inh: -8

How did O=C(NC(O)C(=O)c1ccccc1)c1ccc(F)cc1 (centres undefined) do in these assays?
ARNT-TACC3 inh: 3; CASP6 VEID inh: 0; RAD54 branch: -2; esBAF inh: 0; E-sel inducer: 41*; RAD52 inh: -19; PglD DTNB: 1; ERp5 inh: -1

How did CN1C(=O)C2(c3ccccc31)C1CCCC=C1C(C#N)=C(N)C2(C#N)C#N (centres undefined) do in these assays?
ARNT-TACC3 inh: 2; RAD54 branch: -6; esBAF inh: -7; PglD DTNB: -2

Results for Cc1cc(NS(=O)(=O)c2c(C)c(C)cc(C)c2C)no1 ?
ARNT-TACC3 inh: 3; CASP6 VEID inh: -4; RAD54 branch: -3; esBAF inh: 0; E-sel inducer: -0.2; RAD52 inh: -19; PglD DTNB: -1; ERp5 inh: 0

Results for O=C(CC1C(=O)NCCN1C(=O)c1ccc([N+](=O)[O-])cc1)Nc1cccc(Cl)c1 (centres undefined) ?
ARNT-TACC3 inh: 7; CASP6 VEID inh: 1; RAD54 branch: 6; esBAF inh: 1; E-sel inducer: 0.0; RAD52 inh: -1; PglD DTNB: 0; ERp5 inh: 2

Results for O=C(NCC1CCCO1)c1ccc(CS(=O)(=O)c2ccc(Br)cc2)o1 (centres undefined) ?
ARNT-TACC3 inh: -3; CASP6 VEID inh: 5; RAD54 branch: -13; esBAF inh: 8; E-sel inducer: -0.2; RAD52 inh: -18; PglD DTNB: -4; ERp5 inh: -1

How did CCC(=O)NC(=S)Nc1cccc(NC(=O)CC)c1 do in these assays?
ARNT-TACC3 inh: -3; RAD54 branch: 1; esBAF inh: -5; PglD DTNB: 5

Results for O=C(NCC[C@@H]1CC[C@@H](NC(=O)C2CCOCC2)[C@H](CO)O1)Nc1ccc(Cl)cc1 ?
CASP6 VEID inh: -1; RAD54 branch: 5; esBAF inh: 12; E-sel inducer: 0.3; RAD52 inh: 25; PglD DTNB: 8; ERp5 inh: 2

Results for COc1ccc(S(=O)(=O)Nc2ccc3c(c2)C(=O)N([C@H](C)CO)C[C@H](C)[C@H](CN(C)Cc2ccc(C(=O)Nc4ccccc4N)cc2)OCCCC[C@@H](C)O3)cc1 ?
CASP6 VEID inh: 0; E-sel inducer: -0.3; RAD52 inh: 21; ERp5 inh: 6

What do the screens show for `Cc1ccc(N(CN2C(=O)C3CC=CCC3C2=O)C(=O)c2ccco2)cc1Cl` (centres undefined)?
ARNT-TACC3 inh: -2; RAD54 branch: 9; esBAF inh: -3; PglD DTNB: 2

What do the screens show for `COc1cc(OC)c2c(-c3ccccc3)cc(=O)oc2c1C(CCN1CCN(c2ccccc2)CC1)c1ccc(N(C)C)cc1` (centres undefined)?
ARNT-TACC3 inh: 1; CASP6 VEID inh: -6; RAD54 branch: 0; esBAF inh: 3; E-sel inducer: 0.1; RAD52 inh: -18; PglD DTNB: 2; ERp5 inh: -3

Results for CC(=O)N1CCc2cc(S(=O)(=O)NCCC(=O)Nc3cccc(C)c3C)ccc21 ?
ARNT-TACC3 inh: -13; RAD54 branch: -4; esBAF inh: -6; PglD DTNB: -1

How did C=CCn1c(COc2ccccc2)nnc1SCc1ccc(C#N)cc1 do in these assays?
ARNT-TACC3 inh: -7; RAD54 branch: -4; esBAF inh: -4; PglD DTNB: 0

Results for C[C@@H]1CN([C@@H](C)CO)C(=O)Cc2cc(NC(=O)Nc3ccc(F)cc3)ccc2O[C@H]1CN(C)C(=O)Nc1ccccc1 ?
ARNT-TACC3 inh: 1; CASP6 VEID inh: 2; RAD54 branch: 5; esBAF inh: -2; RAD52 inh: -2; PglD DTNB: 1; ERp5 inh: -1
